# High-throughput results: PubChem BioAssay, several laboratories
# zfTRPN1 agonist = zebrafish TRPN1 (NompC) channel agonism | HEK293 zebrafish TRPN1-YFP, Fluo-8 calcium fluorescence; 100% = response to 87 µM carbachol | activation, % at 3 µM | 220,000 compounds, 0.18% hits;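 active means activation above its plate's cutoff, the mean activation of test wells on that plate plus 3 SD, cut at about 19% in these data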;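 further: 0% = DMSO alone and 100% = 87 µM carbachol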
#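 Control set: carbachol 87 µM as high control, DMSO as low control; system: HEK293 stable line with zebrafish TRPN1-YFP; read-out: % activation versus carbachol response; detection: intracellular calcium fluorescence with Fluo-8; doses: single test compound dose, 3 µM nominal, 0.3% DMSO; schedule: dye 1 h 37 °C plus 30 min RT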
# CHOP inh = CHOP inhibition in unfolded protein response; CHO-K1 CHOP-promoter luciferase, tunicamycin-induced, 15-18 h; inhibition, % at 10 µM; 220,000 compounds, 3.8% hits; AID 2732;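 active means compounds that reduced the stress-induced luciferase reporter signal by more than about 70% of percent inhibition, limit read from the data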;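 further: 0% = tunicamycin plus vehicle and 100% = wells without tunicamycin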
# TRPML3 ag = activates the human TRPML3 channel | Q8TDD5 | HEK293 TRPML3-YFP, Fluo-8 calcium fluorescence; 100% = the carbachol control signal | activation, % at 3 µM | 220,000 compounds, 0.29% hits;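 active means activation above its plate's cutoff, the mean activation of the plate's test wells plus 3 SD, cut at about 12% in these data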;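 further: 0% = DMSO only wells and 100% = carbachol wells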
# Target sequence (Q8TDD5 whole entry, looked up): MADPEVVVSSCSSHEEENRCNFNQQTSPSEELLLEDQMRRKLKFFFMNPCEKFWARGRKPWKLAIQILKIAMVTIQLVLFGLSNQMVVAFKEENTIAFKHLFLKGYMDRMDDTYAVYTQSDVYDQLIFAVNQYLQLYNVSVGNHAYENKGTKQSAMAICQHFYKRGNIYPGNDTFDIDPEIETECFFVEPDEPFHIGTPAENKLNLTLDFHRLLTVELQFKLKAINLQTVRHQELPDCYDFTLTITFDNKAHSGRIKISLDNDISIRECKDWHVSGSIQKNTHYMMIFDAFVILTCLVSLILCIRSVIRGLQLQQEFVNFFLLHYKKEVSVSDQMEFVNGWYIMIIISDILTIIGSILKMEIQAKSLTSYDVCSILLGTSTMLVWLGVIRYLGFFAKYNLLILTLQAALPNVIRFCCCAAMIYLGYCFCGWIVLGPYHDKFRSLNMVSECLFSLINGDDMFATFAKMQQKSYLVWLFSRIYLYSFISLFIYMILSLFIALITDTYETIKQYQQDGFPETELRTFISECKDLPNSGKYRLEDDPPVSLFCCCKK
#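 Test system – HEK293 line with stable expression of human TRPML3-YFP channel · Control set – carbachol 87 µM final as high control (100%), DMSO as low control (0%) · Signal – Fluo-8 calcium dye fluorescence, ex 470-495, em 515-575 nm · Incubation – 1-h 37 °C dye load, 5-s basal, 120-s post-compound reads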
# NPY Y1 blocker = NPY-Y1 (human) receptor antagonism | HEK293-CNG Y1 cells, membrane potential fluorescence; NPY at EC95, then isoproterenol | AID 1040 | P25929 | inhibition, % at 3.6 µM | 200,000 compounds, 1% hits;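 active means inhibition above the campaign mean inhibition of all tested compounds plus 3 SD, cut at about 20% in these data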;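 further: 0% = DMSO wells given NPY plus isoproterenol and 100% = isoproterenol alone without NPY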
#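 Material: HEK293 cells co-expressing NPY Y1 receptor and cyclic-nucleotide gated channel. Timing: compound incubation 1 h at room temperature, readout 45 min post-stimulation. Signal: fluorescence, membrane potential probe.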
# EP2 modulator = modulators of human EP2 prostaglandin E2 receptor. P43116. EP2-expressing cells, cAMP HTRF FRET, PGE2 co-stimulation. induction, % at 25 µM. 260,000 compounds, 0.83% hits;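 active means compounds whose cAMP rise, as percent of the full-agonist control response, exceeds 60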;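 further: rat C6 glioma line stably carrying human EP2 under a CMV promoter; the protocol text gives 20 µM as final concentration; 100% = response of wells given 1 µM PGE2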
# NPY1 pot ag = potentiators or agonists of human neuropeptide Y receptor Y1; P25929; NPY-Y1 expressing cells, potentiator/agonist activation; activation, % at 3.6 µM; 220,000 compounds, 0.37% hits; AID 1304; in the data active means activation above about 33%, passing the limit was not always enough;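 further: cells stimulated with NPY at EC10 then isoproterenol at EC100; 0% = low agonist plus stimulus and 100% = saturating agonist plus stimulus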
# S1P4 agonist = activates the human S1P4 receptor; O95977; S1P4-expressing cell line, agonist reporter assay; activation, % at 4.98 µM; 220,000 compounds, 0.35% hits; AID 1509; in the data active means activation above about 11%;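 further: 0% = DMSO vehicle and 100% = reference agonist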
# NPY-Y2 PAM-ag = human NPY-Y2 potentiation or agonism, primary screen. activation, % at 3.6 µM. AID 1359. P49146. cells expressing NPY-Y2, potentiator/agonist read-out. 220,000 compounds, 0.45% hits; in the data active means activation above about 27%;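 further: cells stimulated with NPY near EC25 plus isoproterenol at EC100; 0% = vehicle plus submaximal agonist and 100% = vehicle plus saturating agonist; some results beyond the cut were filed as inactive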
# Target sequence (P49146 whole entry, looked up): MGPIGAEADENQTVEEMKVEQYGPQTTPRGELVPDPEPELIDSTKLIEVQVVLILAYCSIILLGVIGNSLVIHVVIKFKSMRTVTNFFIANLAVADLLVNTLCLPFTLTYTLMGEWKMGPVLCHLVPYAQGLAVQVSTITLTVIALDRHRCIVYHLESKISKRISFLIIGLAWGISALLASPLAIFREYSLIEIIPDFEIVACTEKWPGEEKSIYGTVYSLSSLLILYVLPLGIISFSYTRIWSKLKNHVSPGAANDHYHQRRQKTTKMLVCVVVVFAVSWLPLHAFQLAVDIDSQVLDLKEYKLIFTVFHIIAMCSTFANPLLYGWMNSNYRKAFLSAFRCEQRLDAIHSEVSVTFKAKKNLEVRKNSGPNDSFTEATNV
# S1P4 antagonist = human S1P4 receptor antagonism; inhibition, % at 4.98 µM; 220,000 compounds, 0.26% hits; S1P4-expressing cells, antagonist mode, reporter read-out; in the data active means inhibition above about 29%;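 further: 0% = wells stimulated with agonist and 100% = vehicle wells without agonist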
# * marks the source's active call; other numbers are inactive results; . = no result given.
# Results follow in this order: zfTRPN1 agonist	CHOP inh	TRPML3 ag	NPY Y1 blocker	EP2 modulator	NPY1 pot ag	S1P4 agonist	NPY-Y2 PAM-ag	S1P4 antagonist
1	CCOc1cccc(C2C(C#N)=C(N)Oc3cc(C)[nH]c(=O)c32)c1OCC (stereo not drawn)
  -0.2	22	0.2	.	11	11	-1.8	4	16
2	CC(NC(=O)c1ccccc1)c1ccc(Br)cc1 (stereo not drawn)
  -2.2	0	-0.7	3	-43	-10	-0.9	-4	-8
3	CS(=O)(=O)N1CCN(CCN2C(=O)c3cccc4cccc(c34)C2=O)CC1
  0.1	14	0.3	4	-25	14	-2.4	3	-14
4	COc1ccc(Nc2nc(N)c([N+](=O)[O-])c(N3CCOCC3)n2)cc1
  -0.2	11	-0.2	.	-11	15	-0.3	-11	-8
5	O=C(Nc1cc(=O)[nH]c2nc(-c3ccccc3)nn12)c1ccc(Cl)cc1
  1.7	-5	0.9	.	-13	17	-0.4	-23	-5
6	COc1ccc(/C=N/NC(=O)Cc2n[nH]c(=O)[nH]c2=O)cc1
  2.6	5	-0.5	.	-30	7	0.2	-2	-15
7	Cc1cc(-c2nn(-c3ccccc3F)cc2CN2CCN(c3ccncc3)CC2)c(C)s1
  1.4	5	1.8	16	-6	-30	1.1	-19	-29
8	CSc1nnc2ccc(-c3ccccn3)nn12
  0.4	28	-0.1	-1	36	2	1.6	5	8
9	CCc1cccc(NC(=O)CSc2nc3c(c(=O)[nH]2)CCCC3)c1
  0.7	56	-0.2	0	19	7	1.8	-4	-15
10	Cc1ccc2ncnc(NCCC(=O)O)c2c1
  -0.9	3	0.3	0	13	8	3.0	-9	-13
11	NS(=O)(=O)c1ccc(CCNC(=O)c2ccccc2F)cc1
  1.4	26	0.8	-4	10	15	-1.1	5	-12
12	Cc1[nH]c2ccccc2c1CC#N
  1.8	4	1.5	.	-5	-5	0.9	6	-1
13	Cc1cc(=O)[nH]c(N/N=C/c2ccc3c(c2)OCCO3)n1
  0.2	-2	0.9	.	-21	10	1.7	20	-7
14	Cc1ccc2nc(-c3ccc(O)cc3)c(Nc3ccc4c(c3)OCCO4)n2c1
  0.4	-47	-1.0	3	2	-14	0.7	-3	-6
15	CCn1c(=O)cc(OCC(=O)N2CCCC2)c2ccccc21
  1.6	6	0.6	2	20	-7	0.3	3	-10
16	CCc1cccc(C)c1NC(=S)NCc1cccn1C
  -0.8	35	0.1	-1	-10	8	-1.6	3	-9
17	COC(=O)c1ccc(N2C(=O)CC(N(C)Cc3ccccc3)C2=O)cc1 (stereo not drawn)
  -1.0	33	0.9	-3	28	12	2.9	15	-6
18	Cc1cccc(C(=O)NNC(=O)Nc2ccccc2)c1
  -1.5	8	0.7	1	-3	10	1.1	3	-5
19	O=C(Oc1cc(=O)oc2c1c(=O)n1c3c(cccc23)CC1)c1ccccc1
  0.8	24	-0.2	.	-6	11	-0.7	13	-12
20	CC1=C(C(=O)Nc2ccccc2)C(c2cccnc2)n2nc(-c3cccnc3)nc2N1 (stereo not drawn)
  1.7	-8	0.5	-3	-6	-3	0.8	24	9
21	Cc1noc(C)c1C(=O)OC(C(=O)NC1CCCC1)c1ccc(F)cc1 (stereo not drawn)
  -2.6	24	-0.7	3	14	0	0.0	4	-8
22	COc1ccccc1-c1nnc(NC(=O)C(C)C)s1
  0.8	17	0.8	0	2	1	-0.7	2	-17
23	N#C/C(=C(/O)c1ccc(F)cc1)c1nc2ccccc2s1
  9.5	19	8.0	-2	-65	14	-0.2	10	5
24	COC(=O)Cn1ncc(N2C3CC(CC(C)(C)C3)C2C)c(Cl)c1=O (stereo not drawn)
  -0.2	14	0.1	-3	3	-3	0.5	15	-3
25	COc1cc2nc(SCC(=O)NCc3ccco3)n(Cc3ccc(Cl)cc3)c(=O)c2cc1OC
  1.0	89*	1.2	7	17	-9	-0.9	-12	-2
26	c1nc(N2CCOCC2)c2c3c(sc2n1)CCCC3
  0.3	38	0.8	6	2	0	-0.7	-1	-37
27	OC(CN1CCN(c2cccc(C(F)(F)F)c2)CC1)c1c[nH]c2ccccc12 (stereo not drawn)
  1.8	97*	2.4	6	-46	-18	-1.4	-12	-14
28	Cc1cccc(/C=N/NC(=O)c2cc3c(s2)-c2ccccc2CC3)c1
  0.1	34	0.3	2	36	-32	-1.3	-26	1
29	CC(C)CCNCC(=O)NC(c1ccccc1)c1ccccc1
  -1.6	21	0.4	-2	18	7	0.0	2	-3
30	Cc1ccc(S(=O)(=O)N2CCN(S(C)(=O)=O)CC2)cc1
  1.7	.	1.6	0	-10	-4	3.1	1	-17
31	C(=N\n1cnnc1)/c1cccs1
  -1.1	34	0.1	1	14	0	0.7	-1	5
32	Nc1c(C(=O)C2CC2)sc2nc3c(cc12)CCC3
  0.4	-20	0.8	2	-4	8	3.1	5	-14
33	NC(=O)COc1ccccc1
  0.4	-2	1.1	.	18	-5	1.3	10	-2
34	CCOc1ccccc1NC(=O)C1CCCN(S(=O)(=O)c2ccc(OC)c(C)c2)C1 (stereo not drawn)
  -0.7	42	0.5	3	8	-5	-0.4	1	-14
35	Cn1c(NC(=O)c2ccc(Cl)cc2)cc(=O)n(C)c1=O
  0.3	-3	0.2	-3	4	5	-0.6	1	-12
36	COc1cccc(C(=O)Nc2cnn(C(C)C)c2)c1
  0.1	-8	0.2	0	-24	1	0.8	12	-2
37	O=C1N(c2ccc(Cl)c(Cl)c2)CN(Cc2ccccc2)CN1n1cnnc1
  0.3	-19	0.8	-2	17	22	0.5	-1	-6
38	Cc1nn2c(N3CCN(c4ccccn4)CC3)cc(C(C)C)nc2c1-c1ccccc1
  0.3	22	0.3	3	18	-28	-0.3	-3	12
39	COC(=O)C1=C(C)NC(=O)CC1c1ccccc1OC (stereo not drawn)
  1.6	-5	-0.1	-4	17	9	2.0	5	-10
40	c1ccc(-c2ccc3c(c2)NCCN3)cc1
  -0.2	-35	0.3	.	-19	12	0.1	3	-25
41	Nc1nc(-c2ccc3ccccc3c2)c(C2(O)C(=O)Nc3c(Br)cc(F)cc32)s1 (stereo not drawn)
  -0.3	-4	0.0	-2	-1	1	0.3	6	-11
42	NNC(=O)CNC(=O)c1cccc(Br)c1
  0.8	-6	0.1	4	9	-7	1.7	-26	-10
43	CC1CC(C)(C)N(C(=O)CSc2ccc(-c3ccc(F)cc3)nn2)c2ccccc21 (stereo not drawn)
  0.3	42	0.1	-1	41	-7	-2.2	0	-5
44	Cc1cc(Cl)ccc1NC(=S)NCc1ccccc1
  0.8	10	-0.4	0	-27	7	0.4	-16	12
45	O=C(NC1(O)C(=O)c2ccccc2C1=O)c1ccccc1
  -0.1	-18	0.9	1	-20	0	-0.3	-5	0

46: Cc1cc(C)c(-c2csc(Cc3nc(-c4cc5ccccc5oc4=O)cs3)n2)cc1C
47: COc1ccc2cc3cc(C(=O)Nc4ccc5c(c4)OCO5)oc3nc2c1
48: C=CCc1ccc(OCCOCCNCCCC)c(OC)c1
49: Cn1c(-c2cccc([N+](=O)[O-])c2)cnc1NCc1cccc([N+](=O)[O-])c1
50: CN(C)S(=O)(=O)c1ccc(C(=O)NCC(=O)N/N=C/c2ccco2)cc1
51: O=C(C1CC(=O)N(c2ccc3c(c2)OCCO3)C1)N1CCN(c2ccccc2)CC1 (stereo not drawn)
52: CCCOc1ccc(C2C(C(=O)OC)=CN(CCOC)C=C2C(=O)OC)cc1
53: O=C(NCCc1nnc2ccc(NCC3CCCO3)nn12)c1ccccc1 (stereo not drawn)
54: CN1CCN(C(=O)c2cc(S(=O)(=O)Nc3ccccc3F)c(Cl)cc2Cl)CC1
55: Cc1nc(-c2ccncc2)sc1C(=O)Nc1ccc(Br)cc1
56: CCN(CC)c1ccc(NC(=O)CSc2nnc3nc(C)cc(C)n23)cc1
entry no. | 46 | 47 | 48 | 49 | 50 | 51 | 52 | 53 | 54 | 55 | 56
zfTRPN1 agonist | -0.4 | 1.0 | -0.7 | -1.6 | -0.2 | -0.4 | -0.3 | 1.6 | 1.5 | 0.8 | -0.3
CHOP inh | 16 | -35 | 56 | 30 | 13 | 24 | 18 | -10 | -11 | 10 | -30
TRPML3 ag | 1.0 | 0.8 | 0.8 | 0.3 | 0.8 | -0.2 | -1.0 | 0.4 | 2.0 | 0.7 | -0.4
NPY Y1 blocker | -4 | -4 | 1 | -1 | -2 | 0 | 9 | -4 | . | 5 | 7
EP2 modulator | 23 | -17 | -5 | -38 | 6 | -12 | 21 | -4 | 1 | -44 | 36
NPY1 pot ag | -8 | -21 | -14 | 13 | -9 | -1 | -10 | 11 | 16 | -9 | 19
S1P4 agonist | 0.7 | -2.4 | 1.7 | 2.3 | -0.4 | 0.5 | 12* | 0.6 | 0.4 | 20* | 0.4
NPY-Y2 PAM-ag | -2 | -3 | -5 | 13 | 1 | -10 | -7 | 8 | 12 | -7 | -6
S1P4 antagonist | -4 | -12 | -14 | -5 | -15 | -3 | -31 | -18 | -4 | 4 | -10

# Eight of these compounds, reformatted:
entry | compound | zfTRPN1 agonist | CHOP inh | TRPML3 ag | NPY Y1 blocker | EP2 modulator | NPY1 pot ag | S1P4 agonist | NPY-Y2 PAM-ag | S1P4 antagonist
47 | COc1ccc2cc3cc(C(=O)Nc4ccc5c(c4)OCO5)oc3nc2c1 | 1.0 | -35 | 0.8 | -4 | -17 | -21 | -2.4 | -3 | -12
48 | C=CCc1ccc(OCCOCCNCCCC)c(OC)c1 | -0.7 | 56 | 0.8 | 1 | -5 | -14 | 1.7 | -5 | -14
49 | Cn1c(-c2cccc([N+](=O)[O-])c2)cnc1NCc1cccc([N+](=O)[O-])c1 | -1.6 | 30 | 0.3 | -1 | -38 | 13 | 2.3 | 13 | -5
50 | CN(C)S(=O)(=O)c1ccc(C(=O)NCC(=O)N/N=C/c2ccco2)cc1 | -0.2 | 13 | 0.8 | -2 | 6 | -9 | -0.4 | 1 | -15
51 | O=C(C1CC(=O)N(c2ccc3c(c2)OCCO3)C1)N1CCN(c2ccccc2)CC1 (stereo not drawn) | -0.4 | 24 | -0.2 | 0 | -12 | -1 | 0.5 | -10 | -3
52 | CCCOc1ccc(C2C(C(=O)OC)=CN(CCOC)C=C2C(=O)OC)cc1 | -0.3 | 18 | -1.0 | 9 | 21 | -10 | 12* | -7 | -31
53 | O=C(NCCc1nnc2ccc(NCC3CCCO3)nn12)c1ccccc1 (stereo not drawn) | 1.6 | -10 | 0.4 | -4 | -4 | 11 | 0.6 | 8 | -18
54 | CN1CCN(C(=O)c2cc(S(=O)(=O)Nc3ccccc3F)c(Cl)cc2Cl)CC1 | 1.5 | -11 | 2.0 | . | 1 | 16 | 0.4 | 12 | -4
